Source: PubChem BioAssay
G6PDH counter – L. mesenteroides G6PDH inhibition counter-screen; 0.12% of 200,000 active; inhibition, % at 5 µM; AID 1020; Purified L. mesenteroides G6PDH, diaphorase/resazurin coupled fluorescence, 45 min; in the data active means inhibition above about 50%
SRC2 TRFRET art – TR-FRET artefact, counter-screen to PPARgamma/SRC-2 agonist assay; stronger effect = higher value; TR-FRET ratio at 8 µM; 0.4% of 200,000 active; AID 1049; in the data active means TR-FRET ratio above about 2000; further: inactives centre near 1500
S1P3 antagonist – S1P3 (human) receptor antagonism | inhibition, % at 4.98 µM | Q99500 | CHO S1P3 NFAT-BLA reporter, FRET fluorescence, antagonist mode | 0.27% of 170,000 active | AID 485;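 active means inhibition above the plate cutoff, the mean inhibition of test wells on that plate plus 3 SD, cut at about 28% in these data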;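 further: cells challenged with S1P at its EC80 of 0.8 µM; blue over green emission ratio from cleaved BLA substrate after 4 h stimulation; 0% = S1P-stimulated wells and 100% = unstimulated DMSO-only wells; some compounds past the cut are filed as inactive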
Diaph act CS – diaphorase activation or chemical reduction counter-screen; Diaphorase/resazurin coupled assay, resorufin fluorescence, 16 min; stronger effect = higher value; 1 = vehicle wells, 0 = NADH-free wells; activation factor at 20 µM; 0.005% of 190,000 active; AID 1229;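 active means diaphorase activity raised at least twofold by the compound at 20 µM; inactive means activation factor below 2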
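System – purified diaphorase enzyme from Clostridium kluyveri · Input – enzyme 0.07 U/mL final · Also added – final NADH 0.114 mM, resazurin 0.1 mM · Measured by – fluorescence of resorufin, 544 nm excitation, 590 nm emission · Timing – 16 min enzyme reaction, ambient temperature · Measure – resorufin increase flagging diaphorase activators or reducers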
PPARg SRC-3 ag – agonists of human PPARgamma SRC-3 coactivator recruitment; 0.26% of 200,000 active; biochemical PPARgamma/SRC-3 coactivator recruitment assay; activation, % at 8 µM; P37231; in the data active means activation above about 23%;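 further: 0% = DMSO and 100% = reference agonist; some compounds past the cut are filed as inactive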
Target sequence (P37231 whole entry, looked up): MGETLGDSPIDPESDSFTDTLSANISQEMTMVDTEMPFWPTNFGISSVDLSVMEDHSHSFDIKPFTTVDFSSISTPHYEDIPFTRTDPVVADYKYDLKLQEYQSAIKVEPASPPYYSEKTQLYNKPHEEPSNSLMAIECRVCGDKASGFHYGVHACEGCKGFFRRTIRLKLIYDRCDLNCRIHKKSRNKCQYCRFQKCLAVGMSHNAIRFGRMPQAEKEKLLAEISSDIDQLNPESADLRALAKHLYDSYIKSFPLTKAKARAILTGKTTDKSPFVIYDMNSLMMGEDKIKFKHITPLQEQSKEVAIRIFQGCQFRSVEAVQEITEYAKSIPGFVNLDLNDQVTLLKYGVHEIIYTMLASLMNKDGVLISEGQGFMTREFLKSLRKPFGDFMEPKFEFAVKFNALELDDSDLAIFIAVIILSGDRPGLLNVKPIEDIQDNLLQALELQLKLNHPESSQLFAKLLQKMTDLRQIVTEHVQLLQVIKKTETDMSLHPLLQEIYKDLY
PPARg SRC2 recr – promotes SRC-2 coactivator recruitment by human PPARgamma | P37231 | PPARgamma LBD-SRC-2 recruitment, biochemical | activation, % at 8 µM | 0.34% of 200,000 active | AID 1032; in the data active means activation above about 22%;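 further: 0% = vehicle and 100% = reference agonist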
PPARg SRC-1 ag – agonists of human PPARgamma SRC-1 coactivator recruitment | PPARgamma-SRC-1 coactivator recruitment biochemical assay | activation, % at 8 µM | 0.41% of 200,000 active; in the data active means activation above about 19%;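 further: 0% = DMSO and 100% = reference agonist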
ROMK primary – human ROMK K+ channel modulation, primary screen | P48048 | Tet-inducible ROMK, thallium flux fluorescence; actives lie on both sides | B-score at 10 µM | 2% of 130,000 active | AID 1918;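 active means signal ratio slope over the read window, or its plate-corrected B-score, at least 3 SD from the plate mean, either direction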;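 further: B-score of the F/F0 ratio slope over 7 to 12 s after thallium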
Target sequence (P48048 whole entry, looked up): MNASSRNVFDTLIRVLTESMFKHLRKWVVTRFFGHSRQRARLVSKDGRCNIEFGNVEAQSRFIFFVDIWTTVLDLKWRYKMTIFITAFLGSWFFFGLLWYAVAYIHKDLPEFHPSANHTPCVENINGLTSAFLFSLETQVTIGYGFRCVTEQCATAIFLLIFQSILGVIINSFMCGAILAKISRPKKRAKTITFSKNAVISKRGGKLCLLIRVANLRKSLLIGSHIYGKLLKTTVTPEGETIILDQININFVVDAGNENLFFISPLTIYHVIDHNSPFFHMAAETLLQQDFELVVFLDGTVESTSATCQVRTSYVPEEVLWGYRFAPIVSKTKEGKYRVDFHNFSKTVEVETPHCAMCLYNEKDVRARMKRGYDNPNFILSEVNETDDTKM
PMI act hi M6P – increases human PMI activity with near-saturating mannose 6-phosphate. coupled PMI enzyme assay, resazurin fluorescence, 20 min; stronger effect = higher value; 1 = untreated enzyme, 0 = substrate-free blank. activation factor at 20 µM. 0.34% of 190,000 active;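 active means activation factor of 2 or more at 20 µM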
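Material: human phosphomannose isomerase with PGI, G6PDH, diaphorase coupling enzymes / Reagent: Man-6-P substrate 1.0 mM / Dosing: single compound dose of 20 µM, 1% DMSO final / Incubation: enzyme reaction with compound 20 min at room temperature / Signal: resorufin fluorescence (Ex 544/Em 590 nm) from resazurin via diaphorase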
PMI act – phosphomannose isomerase (human) activation | P34949 | purified human PMI, coupled resazurin fluorescence, 20 min; stronger effect = higher value; 1 = vehicle control, 0 substrate-free wells | activation factor at 20 µM | 0.005% of 190,000 active;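 active means activation factor of 2 or more at 20 µM, relative to plate controls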
Diaphorase inh – inhibits diaphorase or chemically oxidizes, flagging diaphorase assay artifacts. inhibition, % at 20 µM. diaphorase resazurin-to-resorufin fluorescence, NADH, 16 min; bacterial (C. kluyveri) enzyme, not human. 0.69% of 190,000 active;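 active means primary screen inhibition at 20 µM above a set limit, cut at about 50% in these data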;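 further: plate controls were DMSO with full reaction for no effect and wells lacking NADH for full effect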
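System: Diaphorase enzyme from Clostridium kluyveri | Amount: Enzyme working solution with 0.14 U/mL diaphorase | Benchmarks: No-NADH positive control and DMSO neutral control | Signal: Fluorescence of resorufin formed from resazurin, Ex 544/Em 590 nm | Schedule: 16-min room-temperature incubation before reading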
An asterisk follows results filed as active; . = no result given.

1) Cc1cc2c(ncn2C)c(NS(=O)(=O)c2ccc(Cl)cc2)c1C
2) Cc1ccccc1NS(=O)(=O)c1ccc(C(=O)N2CCN(c3ccccn3)CC2)cc1
3) CN(C)CCCN(C(=O)COc1ccccc1)c1nc2ccc(F)cc2s1
4) NNC(=O)C1CC1c1ccccc1 (stereo not given)
5) Cc1ccc(C(=O)O)cc1-c1ccc(C=C2C(=O)c3ccccc3C2=O)o1
6) CCOC(=O)c1sc(NC(=O)C(CC)Sc2nc3ccccc3[nH]2)nc1C (stereo not given)
7) O=C(O)c1ccccc1-c1ccccc1C(=O)Nc1cccc(-c2nc3ccccc3o2)c1
8) COCCCNc1nc2c(c(=O)[nH]c(=O)n2C)n1CCCc1ccccc1
assay / entry	1	2	3	4	5	6	7	8
G6PDH counter	-1	1	2	17	8	.	8	3
SRC2 TRFRET art	1548	1617	1453	1465	1512	1536	1702	1699
S1P3 antagonist	9	-5	-1	-7	-23	.	-13	-14
Diaph act CS	1	1	1.1	1	0.6	.	0.9	0.8
PPARg SRC-3 ag	5	6	0	-3	2	16	5	11
PPARg SRC2 recr	11	-8	-2	1	-6	17	-1	10
PPARg SRC-1 ag	20	7	13	-6	-1	-2	2	6
ROMK primary	.	0.53	0.78	.	-0.74	-0.52	-0.00074	0.32
PMI act hi M6P	1.1	0.9	1.2	1	1.3	.	1.1	0.9
PMI act	1	0.9	1.3	1	1.3	.	1	0.9
Diaphorase inh	4	0	-14	-2	41	.	12	21

9) COC(=O)CSc1c(-c2ccccc2)c2cc(Cl)ccc2[nH]c1=O
10) COc1ccc(N2C(=O)C(F)(F)C2c2cccc(F)c2)cc1 (stereo not given)
11) COc1ccc2oc3cc(C)[n+]([O-])c(-c4ccc(C)cc4)c3c2c1
12) Cc1ccccc1OCc1nnc(SCC(=O)Nc2ccc3nc(SCC(=O)Nc4ccccc4)sc3c2)n1C
13) O=C(CSC1c2ccccc2C(=O)N1c1ccccc1)N1CCOCC1 (stereo not given)
14) CCC(C)NC(=O)CS(=O)Cc1nc(-c2ccccc2C)oc1C (stereo not given)
15) CCCCN(C)C(=O)CCC(=O)Nc1ccc2nc(N3CCOCC3)cc(C)c2c1
16) CC(C)[C@H](NC(=O)NCc1cccs1)C(=O)O
assay / entry	9	10	11	12	13	14	15	16
G6PDH counter	3	-3	2	1	5	2	10	2
SRC2 TRFRET art	1724	1422	1743	1589	1444	1685	1629	1820
S1P3 antagonist	.	3	-14	3	.	-27	13	-6
Diaph act CS	0.9	0.9	0.7	1	1	0.8	1	0.9
PPARg SRC-3 ag	11	-1	5	0	-8	4	0	11
PPARg SRC2 recr	2	8	6	4	-4	-1	10	6
PPARg SRC-1 ag	-2	7	8	-1	2	9	5	4
ROMK primary	.	-1.6	-0.76	-0.21	.	.	.	.
PMI act hi M6P	1	0.9	0.9	1.1	1	1	0.9	1
PMI act	1	1	0.9	1	1	1	1	1
Diaphorase inh	14	9	26	-4	0	19	2	8

17) O=C(COc1ccccc1O)c1cccs1
18) CCOC(=O)CSc1nc(C)nc2c1sc1nc(C)c(C(C)=O)c(-c3ccc(OC)cc3)c12
19) Nc1c(C(=O)Nn2cnnc2)cc([N+](=O)[O-])cc1[N+](=O)[O-]
20) Cc1cccc2cc(C#N)c(NCCNC(=O)NC3CCCCC3)nc12
21) CCN(CC)C(=O)CSc1nc2ccccc2c(=O)n1CCC(=O)N1CCN(c2ccccc2)CC1
22) COc1ccc(-n2nnnc2SCC(=O)Nc2nnc(C)s2)cc1
23) CN(C)S(=O)(=O)N(CC(=O)N1CCOCC1)c1ccccc1
24) CCN(CC)S(=O)(=O)c1cccc(C(=O)OCC(=O)N2CC(=O)Nc3ccccc32)c1
assay / entry	17	18	19	20	21	22	23	24
G6PDH counter	4	-1	27	-14	-2	4	14	3
SRC2 TRFRET art	1539	1382	1710	1608	1430	1553	1384	1464
S1P3 antagonist	-16	-9	-18	-21	15	.	-31	-20
Diaph act CS	0.9	0.9	0.9	0.9	0.9	0.9	1	0.9
PPARg SRC-3 ag	-7	0	1	8	8	3	-4	-5
PPARg SRC2 recr	2	-6	-12	2	5	16	-3	1
PPARg SRC-1 ag	-6	-6	-4	6	-2	4	-2	11
ROMK primary	-0.57	-0.9	.	.	0.71	1.8	0.26	.
PMI act hi M6P	1	1	1.2	1.1	1.1	0.9	1.1	1
PMI act	1	1	1.1	1	1	1	1.1	1
Diaphorase inh	14	6	9	6	9	13	4	10

Whole records, quoted from the list. Values in the order: G6PDH counter, SRC2 TRFRET art, S1P3 antagonist, Diaph act CS, PPARg SRC-3 ag, PPARg SRC2 recr, PPARg SRC-1 ag, ROMK primary, PMI act hi M6P, PMI act, Diaphorase inh
CCN(CC)C(=O)CSc1nc2ccccc2c(=O)n1CCC(=O)N1CCN(c2ccccc2)CC1 is entered as -2, 1430, 15, 0.9, 8, 5, -2, 0.71, 1.1, 1, 9
Nc1c(C(=O)Nn2cnnc2)cc([N+](=O)[O-])cc1[N+](=O)[O-] is entered as 27, 1710, -18, 0.9, 1, -12, -4, ., 1.2, 1.1, 9

Next results:
25) COc1ccc(NS(=O)(=O)c2cc(NC(=O)c3ccco3)ccc2N2CCCC2)cc1
26) Cc1cccc(CN2CCC(CNC(=O)CCNC(=O)Cn3ccc4ccccc4c3=O)CC2)c1
27) COc1cccc(C2=CC(c3ccc(OC)c(OC)c3OC)n3nnnc3N2)c1 (stereo not given)
28) Cc1ccc2nc(Cl)c(C3CC(c4cccs4)=NN3C(=O)CCCC(=O)O)cc2c1 (stereo not given)
29) CC(=O)c1ccc(N/N=C(/C(N)=O)C2=NC(C)(C)Cc3ccccc32)cc1
30) COc1cccc(NC(=O)CSCc2n[nH]c(=O)[nH]2)c1
31) C=CCn1c(SCC(=O)c2ccc(OC)cc2)nnc1-c1cc2cccc(OC)c2o1
32) CCc1ccc(NC(=O)C2C3C=CC(C4CC34)C2C(=O)O)cc1 (stereo not given)
assay / entry	25	26	27	28	29	30	31	32
G6PDH counter	-17	3	19	6	15	0	-8	4
SRC2 TRFRET art	1489	1468	1436	1430	1410	1715	1564	1551
S1P3 antagonist	-8	.	0	5	13	-36	-4	.
Diaph act CS	0.9	1	0.9	0.9	0.7	0.8	0.8	0.9
PPARg SRC-3 ag	-3	-2	-3	-1	0	-14	1	-2
PPARg SRC2 recr	-2	1	-2	3	3	3	1	10
PPARg SRC-1 ag	1	-9	-6	-11	-6	-11	11	0
ROMK primary	.	-0.0093	.	.	-5.4*	.	.	.
PMI act hi M6P	0.9	0.9	1.2	1	0.9	1	1	0.9
PMI act	0.8	0.9	1.1	1.1	0.8	1	0.9	1
Diaphorase inh	14	1	7	6	26	15	17	11

33) CCCc1cc(=O)[nH]c(SCC(N)=O)n1
34) COc1cc(C(=O)NCCN2CCOCC2)cc(OC)c1OC
35) Cc1c(C(=O)NCCSCc2ccco2)cccc1[N+](=O)[O-]
36) O=C(c1ccccn1)N1N=C2/C(=C/c3ccccc3)CCCC2C1c1ccccc1 (stereo not given)
37) CC1CC(C)CN(C(=S)Nc2ccc(SC(F)F)cc2)C1 (stereo not given)
38) Cc1cccc(S(=O)(=O)Nc2nc3ccccc3nc2NCc2ccc3c(c2)OCO3)c1
39) CC(=O)c1c(C)[nH]c(C(=O)NCc2ccccn2)c1C
40) O=C1N=c2ccccc2=C1c1sc(=S)n(NC(=O)c2cccc(O)c2)c1O
assay / entry	33	34	35	36	37	38	39	40
G6PDH counter	7	6	-3	5	-6	4	-5	23
SRC2 TRFRET art	1594	1445	1584	1438	1737	1493	1525	1790
S1P3 antagonist	2	.	-7	-16	9	-18	-4	-17
Diaph act CS	0.9	1	0.9	0.8	0.8	0.9	1	0.6
PPARg SRC-3 ag	5	0	-2	-4	0	1	-5	14
PPARg SRC2 recr	0	5	-3	1	2	-1	-2	12
PPARg SRC-1 ag	-3	-7	2	-1	11	2	12	22*
ROMK primary	0.16	0.89	0.42	.	.	.	-0.008	-1.1
PMI act hi M6P	1.1	1.1	1	0.9	1	1	1.1	0.5
PMI act	1	1.1	1.1	0.9	0.9	1	1.1	0.7
Diaphorase inh	8	2	11	15	18	12	-4	35

ROMK primary, what is marked active above
| nr | Structure | S1P3 antagonist | PPARg SRC-3 ag | PPARg SRC2 recr | PPARg SRC-1 ag | ROMK primary | PMI act hi M6P | PMI act | Diaphorase inh |
| --- | --- | --- | --- | --- | --- | --- | --- | --- | --- |
| 29 | CC(=O)c1ccc(N/N=C(/C(N)=O)C2=NC(C)(C)Cc3ccccc32)cc1 | 13 | 0 | 3 | -6 | -5.4* | 0.9 | 0.8 | 26 |

Following part:
41) CCOC(CNC(=O)c1ccc2c(c1)ncn2-c1ccc(F)c(F)c1)OCC
42) Cc1ccc2c(c1)C(c1ccc(N3CCOCC3)cc1)=NNC(c1cccs1)=N2
43) Cc1cc(OCC(=O)NCCO)ccc1Cl
44) COc1ccc(NC(=O)N2CCN(c3ccc([N+](=O)[O-])cc3)CC2)cc1
45) Cc1c(N=C2N=C(NC(=O)c3ccc(F)cc3)c3ccccc32)c(=O)n(-c2ccccc2)n1C
assay / entry	41	42	43	44	45
G6PDH counter	-4	7	3	14	-6
SRC2 TRFRET art	1560	1435	1693	1702	1471
S1P3 antagonist	-1	.	-5	5	-13
Diaph act CS	1	1	1	.	1
PPARg SRC-3 ag	-1	-8	5	4	4
PPARg SRC2 recr	-5	5	5	6	6
PPARg SRC-1 ag	5	3	3	7	2
ROMK primary	-0.027	0.006	.	-0.18	-0.58
PMI act hi M6P	1	1.1	1	.	1
PMI act	1	1.1	1.1	.	0.9
Diaphorase inh	2	3	1	.	2
